Compound activity deposited in PubChem by NMMLSC.
Rab7 wt modul: modulators of GTP binding to dog Rab7 wildtype GTPase; GST-Rab7 beads, fluorescent GTP binding, flow cytometry; actives lie on both sides; untreated = 100%, excess cold GTP = 0%; GTP binding activity (percent of control), % at 10 µM; 190,000 compounds, 0.055% hits; AID 758;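 active = fluorescent GTP binding to Rab7 beads changed by at least 20 points from the 100% baseline, either direction, mostly lower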;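 also: median green fluorescence of bound Bodipy-FL-GTP per Rab7 bead population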
Rac1 act GTP bind: alters GTP binding to activated mutant human Rac1; P63000; 190,000 compounds, 0.11% hits; percent activity (GTP binding), % at 10 µM; GST-Rac1 activated beads, fluorescent GTP binding, flow cytometry; actives lie on both sides; 100% means binding = to untreated wells;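 active = GTP binding at least 20 percentage points away from the 100% baseline, in either direction, so actives lie on both sides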
Bcl-2 Bim block: disrupts Bim peptide binding to human Bcl-2 | Bead-based flow cytometry, Bim peptide-Bcl-2 binding | 190,000 compounds, 0.06% hits | inhibition, % at 10 µM | P10415; in the data active = inhibition above about 40%;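 also: 0% = no compound wells with probe peptide and 100% = reference peptide inhibitor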
HRas wt GTP: human HRas wildtype GTP binding, change in either direction. P01112. GST-Ras wt beads, Bodipy-FL-GTP binding, flow cytometry; actives lie on both sides. GTP binding activity, % at 10 µM. 190,000 compounds, 0.14% hits. AID 759;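 active = GTP binding activity at least 20% away from the 100% baseline, either lowered as inhibitor or raised as activator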;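 also: 0% = unlabeled GTP competition control and 100% = no-compound control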
Rac1 wt GTP bind: alters GTP binding to wildtype human Rac1 | 190,000 compounds, 0.27% hits | GST-Rac1 beads, fluorescent GTP binding, flow cytometry; actives lie on both sides; 0 = cold GTP competed, 100 = untreated | P63000 | GTP binding activity (% of control), % at 10 µM;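 active = GTP binding activity at least 20 points away from the 100% control level, either lower or higher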
Cdc42 wt GTP: changes GTP binding to wildtype human Cdc42; GST-Cdc42 beads, Bodipy-GTP binding, flow cytometry; actives lie on both sides; percent activity (GTP binding), % at 10 µM; 190,000 compounds, 0.2% hits; AID 761;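 active = percent activity GTP binding at least 20 points away from the 100% baseline, either down as inhibitor or up as activator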;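 also: median bead fluorescence of bound Bodipy-FL-GTP at 100 nM; 0% = excess unlabeled GTP control and 100% = no compound control; below 100% means less GTP binding so inhibitor and above means activator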
Target sequence (P60953 whole entry, looked up): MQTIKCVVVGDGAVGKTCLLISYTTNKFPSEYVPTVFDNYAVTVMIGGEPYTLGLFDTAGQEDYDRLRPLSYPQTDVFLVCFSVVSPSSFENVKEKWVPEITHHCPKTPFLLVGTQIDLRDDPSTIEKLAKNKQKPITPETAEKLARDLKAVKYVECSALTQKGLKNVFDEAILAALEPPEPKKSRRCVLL
Rab2A wt mod: changes GTP binding to wildtype dog Rab2A, up or down; 190,000 compounds, 0.19% hits; GST-Rab2 wt beads, Bodipy-GTP binding, flow cytometry; GTP binding activity, % at 10 µM;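 active = GTP binding activity at least 20 points away from 100%, either lowered or raised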;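 also: 0% = beads with excess unlabeled GTP and 100% = no-compound control corrected for plate trend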
Bcl-XL Bim block: disrupts Bim peptide binding to human Bcl-XL | Q07817 | bead flow cytometry, fluorescence | inhibition, % at 10 µM | 190,000 compounds, 0.04% hits | AID 1007
Target sequence (Q07817 whole entry, looked up): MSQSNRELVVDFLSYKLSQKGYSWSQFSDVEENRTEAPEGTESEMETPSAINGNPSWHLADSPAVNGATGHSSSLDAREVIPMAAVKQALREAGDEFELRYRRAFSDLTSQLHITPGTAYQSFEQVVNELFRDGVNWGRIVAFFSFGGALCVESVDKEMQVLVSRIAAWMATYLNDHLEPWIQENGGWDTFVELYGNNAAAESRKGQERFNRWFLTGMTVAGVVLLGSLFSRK
Bim-Bcl-B: inhibitors of Bim-Bcl-B interaction, human; bead-based flow cytometry, Bim peptide-Bcl-B binding; Q9HD36; inhibition, % at 10 µM; 190,000 compounds, 0.073% hits;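 also: 0% = tracer peptide without compound and 100% = reference inhibitor peptide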
Target sequence (Q9HD36 whole entry, looked up): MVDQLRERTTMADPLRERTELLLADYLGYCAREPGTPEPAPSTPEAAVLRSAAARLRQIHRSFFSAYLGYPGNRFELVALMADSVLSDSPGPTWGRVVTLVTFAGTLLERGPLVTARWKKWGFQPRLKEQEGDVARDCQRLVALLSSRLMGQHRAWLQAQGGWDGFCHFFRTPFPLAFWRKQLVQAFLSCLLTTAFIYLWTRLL
Bfl-1 Bim block: inhibitors of Bim-Bfl-1 interaction, human; Bead-based flow cytometry, Bim-Bfl-1 binding inhibition; inhibition, % at 10 µM; 190,000 compounds, 0.12% hits;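 also: 0% = wells without compound plus tracer and 100% = blocker peptide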
Bim-Bcl-W: disrupts Bim peptide binding to human Bcl-W; Q92843; bead-based flow cytometry; inhibition, % at 10 µM; 190,000 compounds, 0.02% hits; AID 952;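 also: 0% = bound tracer without compound and 100% = peptide blocker; higher means less fluorescent Bim peptide bound to Bcl-W beads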
Target sequence (Q92843 whole entry, looked up): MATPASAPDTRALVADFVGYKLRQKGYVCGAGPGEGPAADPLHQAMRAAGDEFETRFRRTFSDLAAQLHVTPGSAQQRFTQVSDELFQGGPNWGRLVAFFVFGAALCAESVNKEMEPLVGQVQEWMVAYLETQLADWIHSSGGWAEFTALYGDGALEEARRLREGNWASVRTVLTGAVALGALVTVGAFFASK
* hit, by the source's call; . = no result given. Rule as the data show it, unless noted: active = inhibition above about 40%.

No.	Compound	Bim-Bcl-B	Rac1 act GTP bind	Bcl-XL Bim block	Rac1 wt GTP bind	Rab2A wt mod	Cdc42 wt GTP
1	COc1ccc(-n2nc(C(=O)NCC(=O)NCCCN3CCCCCC3)c3ccccc3c2=O)cc1Cl	-2	96	1	98	94	96
2	CC(=O)NS(=O)(=O)c1ccc(NC(=O)NC2CCCCC2)cc1	1	106	-6	109	106	109
3	Cc1ccc(NC(=O)CSc2nc(=O)cc(N)n2-c2ccccc2)cc1	0	98	-2	102	98	100
4	O=C(CCS(=O)(=O)c1ccccc1)Nc1ccc(N2CCOCC2)cc1	0	95	-2	94	97	94
5	COc1ccc(CC(=O)Nc2ccc(-c3csc(C)n3)cc2)cc1	-2	100	0	100	101	101
6	C=CCNC(=S)N1CCC(C(N)=O)CC1	-2	96	1	96	96	98
7	Cc1ccc(CN2C(=O)CCC2C(=O)NCc2ccc3c(c2)OCO3)cc1 (stereo not given)	-6	95	-4	94	96	96
8	O=C(Nc1ccc(Cl)cc1)c1sccc1-n1cccc1	0	99	0	98	99	99
9	O=C(O)CCC(=O)Nc1ccccc1N1CCOCC1	-4	98	-4	99	96	101
10	CCN(CC)S(=O)(=O)c1cccc(-c2nnc(SCCOc3ccc(Cl)cc3)o2)c1	-11	89	-5	91	90	93
11	On1c(-c2ccccc2Cl)nc2ccccc21	1	94	0	100	96	95
12	O=C1CC(c2ccccc2)CC(O)=C1C=NCc1ccccc1 (stereo not given)	-3	98	-1	99	96	97

No.	Bim-Bcl-W	HRas wt GTP	Bcl-2 Bim block	Rab7 wt modul	Bfl-1 Bim block
1	1	94	0	98	-5
2	-4	107	-2	106	-4
3	-2	101	-5	98	-3
4	0	93	2	93	3
5	0	104	0	99	0
6	0	93	3	94	-2
7	-1	96	-8	98	-2
8	0	96	-5	102	-8
9	-1	99	-3	95	-10
10	0	95	-9	92	-15
11	2	95	3	91	1
12	0	98	-1	93	-1

Single records, from the list above:
Shown for `COc1ccc(-n2nc(C(=O)NCC(=O)NCCCN3CCCCCC3)c3ccccc3c2=O)cc1Cl` = Bim-Bcl-B: -2; Rac1 act GTP bind: 96; Bcl-XL Bim block: 1; Rac1 wt GTP bind: 98; Rab2A wt mod: 94; Cdc42 wt GTP: 96; Bim-Bcl-W: 1; HRas wt GTP: 94; Bcl-2 Bim block: 0; Rab7 wt modul: 98; Bfl-1 Bim block: -5
Shown for `On1c(-c2ccccc2Cl)nc2ccccc21` = Bim-Bcl-B: 1; Rac1 act GTP bind: 94; Bcl-XL Bim block: 0; Rac1 wt GTP bind: 100; Rab2A wt mod: 96; Cdc42 wt GTP: 95; Bim-Bcl-W: 2; HRas wt GTP: 95; Bcl-2 Bim block: 3; Rab7 wt modul: 91; Bfl-1 Bim block: 1

(next part)
No.	Compound	Bim-Bcl-B	Rac1 act GTP bind	Bcl-XL Bim block	Rac1 wt GTP bind	Rab2A wt mod	Cdc42 wt GTP
13	CN(Cc1ccon1)C(=O)CC1C(=O)NCCN1CC(C)(C)C (stereo not given)	-1	98	3	105	99	100
14	COC(=O)Nc1cc(C(F)(F)F)ccc1N1CCN(c2ccccc2)CC1	-7	98	-11	107	102	102
15	C/C(=N/OC(=O)c1cccc(Cl)c1)c1nccs1	-3	99	1	103	104	104
16	Cc1ccc2nc(NC(=O)CSc3nncc(=O)n3N)sc2c1	-4	103	-4	100	101	102
17	CCN1CCc2c(sc(NC(=O)c3ccc(S(=O)(=O)N4CCOCC4)cc3)c2C(N)=O)C1	6	96	.	100	96	96
18	Cc1ccc(Nc2c(-c3ccco3)nc3nc(C)cc(C)n23)cc1	-11	91	-3	98	92	90
19	O=C(Nc1cccc([N+](=O)[O-])c1)c1ccc(N2CCCC2=O)cc1	-6	98	-3	99	101	101
20	Cc1nn(Cc2cccc(C(=O)NC(C)c3ccc(C(C)(C)C)cc3)c2)c(C)c1[N+](=O)[O-] (stereo not given)	-5	95	-6	94	97	97
21	O=C(COC(=O)c1ccc(Br)o1)Nc1ccc(S(=O)(=O)N2CCCC2)cc1	-10	98	-7	102	100	102
22	CCN(CC)C(=O)C(=O)c1c(-c2ccccc2)[nH]c2ccccc12	-9	100	-6	105	98	104
23	O=C(c1ccco1)N1CCN(C(=O)C2CC(c3ccc(Cl)c(Cl)c3)=NO2)CC1 (stereo not given)	-7	98	-1	105	99	103
24	CSc1nc(-c2ccccc2)cc(C)c1C#N	-2	95	0	93	94	95

No.	Bim-Bcl-W	HRas wt GTP	Bcl-2 Bim block	Rab7 wt modul	Bfl-1 Bim block
13	0	104	3	106	-2
14	-1	97	-14	96	-22
15	-1	104	-1	105	-4
16	-1	104	-2	98	-1
17	8	97	6	103	-2
18	0	95	-6	96	-6
19	-2	101	-5	106	-6
20	-4	97	-2	96	-7
21	-3	98	-16	97	-12
22	-5	99	-6	97	-8
23	3	99	-3	96	-10
24	3	93	-3	94	-4

Next part; it opens with the 2 that closed the last part.
No.	Compound	Bim-Bcl-B	Rac1 act GTP bind	Bcl-XL Bim block	Rac1 wt GTP bind	Rab2A wt mod	Cdc42 wt GTP
23	O=C(c1ccco1)N1CCN(C(=O)C2CC(c3ccc(Cl)c(Cl)c3)=NO2)CC1 (stereo not given)	-7	98	-1	105	99	103
24	CSc1nc(-c2ccccc2)cc(C)c1C#N	-2	95	0	93	94	95
25	Cn1nc(C(=O)NCc2cccnc2)c2ccccc2c1=O	-3	98	-7	100	99	96
26	Cc1cc(C)c[n+](CC(=O)c2ccc(-c3ccccc3)cc2)c1	-7	101	-5	106	99	100
27	O=C(NCCc1ccc2c(c1)OCCO2)c1ccc([N+](=O)[O-])cc1Cl	-1	92	1	96	92	90
28	CCOC(=O)c1c(Nc2ccc(Cl)cc2)sc(/C=C2\C=Nc3ccccc32)c1O	-5	101	6	107	99	102
29	CC(=O)Oc1ccccc1C(=O)Nc1ncc([N+](=O)[O-])s1	-2	.	-1	.	.	.
30	Cc1cccc(OCCOc2ccccc2C=C(C#N)C#N)c1	-7	101	-8	101	100	98
31	CCOc1ccc2[nH]c(=O)c(C(c3nnnn3Cc3ccco3)N3CCCC(C)C3)cc2c1 (stereo not given)	-4	99	-1	103	100	101
32	C=CCNC(=O)NC(=O)COC(=O)CCCSc1nc2ccccc2[nH]1	-9	95	-3	96	97	100
33	Cc1cc(C(=O)CN2C(=O)NC3(CCCc4sccc43)C2=O)c(C)n1-c1ccccc1 (stereo not given)	-7	96	-7	104	96	96
34	COCC(=O)N1CCN(c2nc3ccccc3o2)CC1	1	95	-2	97	100	98
35	N#Cc1ccc(NC(=O)c2cc(-c3cccs3)on2)cc1	0	97	0	101	99	97
36	Cc1ccccc1C(=O)N1CCN(c2ccc(NC(=O)c3ccco3)cc2Cl)CC1	-7	96	-18	97	98	98

No.	Bim-Bcl-W	HRas wt GTP	Bcl-2 Bim block	Rab7 wt modul	Bfl-1 Bim block
23	3	99	-3	96	-10
24	3	93	-3	94	-4
25	-6	98	-2	96	-6
26	-2	105	0	98	0
27	0	93	0	100	-4
28	4	101	-4	99	-6
29	0	.	1	.	0
30	-5	100	-5	98	-3
31	7	101	2	104	6
32	0	99	-10	96	-8
33	-5	99	-3	101	-2
34	-3	99	0	105	2
35	3	98	-1	101	-1
36	-1	99	-12	101	-12

The list goes on:
No.	Compound	Bim-Bcl-B	Rac1 act GTP bind	Bcl-XL Bim block	Rac1 wt GTP bind	Rab2A wt mod	Cdc42 wt GTP
37	CCOc1ccc(N2C(=O)CC(SC(=NC)Nc3ccc(F)cc3)C2=O)cc1 (stereo not given)	-33	100	-25	100	98	100
38	CC(C)Oc1cc(NC(=O)CS(=O)(=O)CC(=O)N(C)C)c(Cl)cc1Cl	-2	95	-2	98	97	97
39	C=CCn1c(NC)cc(=O)n(C)c1=O	-11	94	2	94	94	96
40	O=C(NC1CCCC1)C(c1ccccc1F)N(C(=O)c1ccco1)C1CCCC1 (stereo not given)	-14	100	-9	106	104	104
41	COC(=O)c1ccc(NC(=O)CSc2nnc(C(C)NC(=O)c3ccccc3Cl)n2C)cc1 (stereo not given)	-3	100	-2	98	98	99
42	CNC(=O)N(C1=NCCCCC1)c1ccc(Br)cc1	-9	101	-6	102	99	100
43	Cc1ccc(C(=O)COC(=O)c2cc(=O)[nH]c3ccccc23)cc1C	-2	93	0	99	96	97
44	CC(=O)Nc1ccc(Nc2ncnc3c2cnn3-c2ccc(C)cc2C)cc1	-3	106	-8	115	101	107
45	N#CCCN(C(=O)COc1ccc(Br)cc1F)c1ccc(F)cc1	-1	94	-2	94	93	96
46	COc1cccc(OC)c1C(=O)Nc1ccc(N2CCCCC2)cc1	-4	94	-7	96	95	97

No.	Bim-Bcl-W	HRas wt GTP	Bcl-2 Bim block	Rab7 wt modul	Bfl-1 Bim block
37	-31	99	-33	94	-29
38	0	95	-7	96	-5
39	0	98	-11	95	-18
40	-3	106	-4	104	-10
41	-4	99	-2	100	-2
42	-3	100	-7	100	-12
43	0	97	0	96	-6
44	-2	105	-3	104	-9
45	0	94	-1	93	-3
46	2	98	-8	96	-9

Compounds shown so far with a tert-butyl group (two):
No.	Compound	Bim-Bcl-B	Rac1 act GTP bind	Bcl-XL Bim block	Rac1 wt GTP bind	Rab2A wt mod	Cdc42 wt GTP
13	CN(Cc1ccon1)C(=O)CC1C(=O)NCCN1CC(C)(C)C (stereo not given)	-1	98	3	105	99	100
20	Cc1nn(Cc2cccc(C(=O)NC(C)c3ccc(C(C)(C)C)cc3)c2)c(C)c1[N+](=O)[O-] (stereo not given)	-5	95	-6	94	97	97

No.	Bim-Bcl-W	HRas wt GTP	Bcl-2 Bim block	Rab7 wt modul	Bfl-1 Bim block
13	0	104	3	106	-2
20	-4	97	-2	96	-7

Rows are unselected; 0.62% or so of the library scored in one or more.
